# High-throughput results deposited in PubChem by National Center for Advancing Translational Sciences (NCATS).
# HCV inh: HCV inhibition; 340,000 tested, 3.4% active; Huh7.5.1 HCVcc-Cre infection, luciferase reporter, 44 h; Potency, µM (series often up to 41.8 µM), inactives show at the highest dose activity change, negative = inhibition, actives largely listed as inhibitors; AID 651820
#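 Compounds are dispensed onto cells plated 4 h earlier at 1,000 per well, with HCVcc-Cre virus (about 0.5 moi) added next. Following 44 h of culture, luminescent signal is measured for 15 sec after 15 min with substrate at room temperature.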
# Sm TGR inh: inhibitors of Schistosoma mansoni thioredoxin glutathione reductase; 360,000 tested, 3% active; Potency, µM (highest dose often 114 µM), for inactives: top-dose activity change, negative = inhibition, hits mostly inhibitors; purified TGR, DTNB reduction, TNB absorbance 405 nm; Q962Y6; AID 485364; note: nearly all actives have a fitted effect of over 60% in size
#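 TGR 20 nM + NADPH 100 uM (dispensed conc.), cpd preinc 15 min RT; start with NADPH (500 uM addition) then DTNB (15 mM addition). Kinetic TNB absorbance, 405 nm filter. Four-parameter Hill fit across titration.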
# Pf growth 96h: inhibits malaria parasite growth, 96 h. 320,000 tested, 6.9% active. P. falciparum luciferase reporter growth, 96 h. Potency, µM (titrated, usually from 28.7 µM), without a hit: at the top dose activity change, negative = inhibition, most hits filed as inhibitors
#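 Delayed-death screen, second-generation endpoint: infected erythrocytes, 2% hematocrit, 0.05% parasitemia final; 96 hours at 37 C, 5% CO2; luciferase detection reagent; luminescence decrease equals reduced growth.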
# Pf growth 48h: P. falciparum growth inhibition at 48 hours (one generation) | P. falciparum luciferase growth in erythrocytes, 48 h | Potency, µM (doses to about 28.7 µM), for inactives: at the highest dose activity change, negative = inhibition, usual class: inhibitors | 310,000 tested, 5.9% active | AID 504832
#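 Luciferase-expressing parasites in RBCs, 2% Hct / 0.1% parasitemia final; RPMI 1640 + 0.5% Albumax; 37 C, 5% CO2, one generation; luminescence read-out, lower signal = inhibition.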
# TbPYK inhibitor: inhibitors of Trypanosoma brucei pyruvate kinase; TbPYK enzyme, Kinase-Glo Plus ATP luminescence, 45 min; Potency, µM (highest dose often 76.8 µM), inactives show at the highest dose activity, negative = inhibition, most hits filed as inhibitors; 410,000 tested, 0.12% active; AID 624173; note: nearly all actives have a fitted effect of over 50% in size
#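 Screened from lowest to highest concentration, compounds were pinned into TbPYK/substrate mixtures, and ADP (130 uM final) was added. Plates sat at room temperature for 45 min prior to Kinase-Glo Plus detection by luminescence.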
# LmPK inhibitor: LmPK (Leishmania mexicana) enzyme inhibition; Q27686; purified LmPK, Kinase-Glo ATP luminescence, 1 h; Potency, µM (top dose mostly 57.5 µM), for the others: at the top dose activity change, negative = inhibition, actives largely listed as inhibitors; 290,000 tested, 0.37% active; AID 1721
# Target sequence (Q27686 whole entry, looked up): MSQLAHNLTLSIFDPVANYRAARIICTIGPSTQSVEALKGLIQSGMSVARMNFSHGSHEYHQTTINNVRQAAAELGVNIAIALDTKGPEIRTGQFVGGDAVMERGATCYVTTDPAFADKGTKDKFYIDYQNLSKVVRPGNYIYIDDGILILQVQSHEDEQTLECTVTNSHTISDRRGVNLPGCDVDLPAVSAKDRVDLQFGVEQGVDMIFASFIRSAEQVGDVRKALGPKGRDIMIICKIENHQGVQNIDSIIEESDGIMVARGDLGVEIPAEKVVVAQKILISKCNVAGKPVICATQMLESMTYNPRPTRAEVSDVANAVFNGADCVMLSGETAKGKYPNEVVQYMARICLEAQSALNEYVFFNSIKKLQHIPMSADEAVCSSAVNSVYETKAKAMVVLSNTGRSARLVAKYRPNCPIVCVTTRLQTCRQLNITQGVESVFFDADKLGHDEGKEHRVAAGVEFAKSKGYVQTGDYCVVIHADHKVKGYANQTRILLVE
#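 Kinase-Glo luminescence read after 1 h RT reaction of 0.1 nM LmPK with 0.5 mM PEP and 0.1 mM ADP. Activity scaled between uninhibited and enzyme-free controls.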
# An asterisk follows results filed as active; ? = inconclusive; · = not tested or not shown; & = joins results of further samples; [ ] = dose if it differs, or a comment. Calls come from the whole dose curve; as a rule, active = well fitted curve in the direction sought with a large enough effect; inconclusive = small, poorly fitted or top-dose-only effect, or another doubt; inactive = no such curve, though single readings can be large; an effect the other way counts as inactive or inconclusive. % is set by controls: 0 for no effect and ±100 for the full control effect; potency is the fitted concentration of half-maximal effect.
SMILES	HCV inh	Sm TGR inh	Pf growth 96h	Pf growth 48h	TbPYK inhibitor	LmPK inhibitor
COc1ccc(CCN2C(=NC(=O)CCC(=O)O)SC3CS(=O)(=O)CC32)cc1 (stereo not given)	19%	5%	2%	66%[activator]	-1%	0%
COc1ccc([C@@H]2[C@@H]3C(=O)N(C(C)(C)C)C(=O)[C@@H]3[C@]3(C)C(=O)N(c4ccc(C(F)(F)F)cc4)C(=O)N23)cc1	11%	-20%	?	?	-3%	-1%
CCOc1ccc(-c2nc(CSCC(=O)N3CCN(c4cccc(OC)c4)CC3)c(C)o2)cc1	13µM*	?	?	·	1%	10%
Cc1ccccc1-c1cnn(-c2cccc([N+](=O)[O-])c2)c1N	-18%	-6%	22%	33%[activator]	-1%	4%
CC(C)(C)NC(=O)NC(=O)COC(=O)CCC1CCCCC1	12%	-6%	6%	·	-1%	1%
C=CCOc1cccc(C2C(C(=O)c3ccc(C)o3)=C(O)C(=O)N2CCN(C)C)c1 (stereo not given)	2%	35µM*	3.7µM*	-13%	-6%	-1%
O=C(Cn1nc(-c2ccccc2)c2ccccc2c1=O)Nc1ccc(F)cc1	-26%	9%	18%	-25%	-1%	4%
CCNC(=O)CSc1nc2ccccc2c(=O)n1-c1cccc(OC)c1	-23%	2%	3%	0%	-6%	9%
O=C(NC1CC1)C1=C[C@@H](c2ccc(Br)cc2)C[C@@H](OCCCCO)O1	-15%	-9%	-17%	0%	0%	7%
CN(C)CCN(C(=O)c1ccc2ccccc2c1)c1nc2c(F)cc(F)cc2s1	-8%	-8%	4%	27%	4%	1%
O=c1[nH]c2ccc(S(=O)(=O)N3CCCC3)cc2[nH]1	-8%	5%	36%[activator]	15%	0%	-3%
Cc1cccc(NC(=O)[C@H](Cc2c[nH]c3ccccc23)NC(=O)[C@@H]2Cc3ccccc3CN2)c1	4µM*	8%	12µM*	8.3µM*	-1%	-6%
CC(=O)Nc1ccc(OCC(O)Cn2c(CO)nc3ccccc32)cc1 (stereo not given)	1%	-3%	20%	-13%	0%	3%
CC(C)CNC(=S)N(CCCO)Cc1cc2cc3c(cc2[nH]c1=O)OCO3	-6%	1%	-25%	112%[activator]	-9%	1%
O=S(=O)(NC1CC1)c1ccc(S(=O)(=O)N2CCCC(c3nc(-c4cccnc4)no3)C2)cc1 (stereo not given)	15%&-11%	1%	-3%	?	-5%	-1%

# Full records from above.
# Results for O=C(Cn1nc(-c2ccccc2)c2ccccc2c1=O)Nc1ccc(F)cc1 : HCV inh: -26%; Sm TGR inh: 9%; Pf growth 96h: 18%; Pf growth 48h: -25%; TbPYK inhibitor: -1%; LmPK inhibitor: 4%
# Results for CC(C)CNC(=S)N(CCCO)Cc1cc2cc3c(cc2[nH]c1=O)OCO3 : HCV inh: -6%; Sm TGR inh: 1%; Pf growth 96h: -25%; Pf growth 48h: 112%[activator]; TbPYK inhibitor: -9%; LmPK inhibitor: 1%

# (next part)
SMILES	HCV inh	Sm TGR inh	Pf growth 96h	Pf growth 48h	TbPYK inhibitor	LmPK inhibitor
COCCCNC(=O)C1CCC(=O)N1Cc1ccccc1Cl (stereo not given)	1%	1%	12µM*	24%	0%	6%
Cc1c(NC(=O)Nc2ccc([N+](=O)[O-])cc2)c(=O)n(-c2ccccc2)n1C	13%	1%	248%[activator]	·	-22%	0%
Cc1noc(C)c1CSCC(=O)Nc1nnc(CC(C)C)s1	0%	0%	0%	-7%	-6%	-7%
CC1(C)CCc2cc(-c3ccn(S(=O)(=O)c4ccccc4Cl)n3)ccc2O1	?	15%	?	?	2%	8%
Cc1c(NC2=CC(=O)CC(C)(C)C2)ccc([N+](=O)[O-])c1C	7%	-22%	42%	19%	1%	0%
O=C(c1ccccc1[N+](=O)[O-])n1cnc2ccccc21	14%	·	-13%	7%	-2%	0%
O=C(Nc1nc2ccccc2[nH]1)c1ccccc1OC(F)F	-13%	1%	200%[activator]	129%[activator]	-5%	?
O=C(CC(=O)NC1CCCCC1)N/N=C/c1cccc2ccccc12	6%	-3%	?	?	-9%	0%
O=C(NCC(c1cccs1)N1CCOCC1)c1cc(S(=O)(=O)N2CCOCC2)ccc1F (stereo not given)	-8%	-17%	5%	-3%	-12%	·
Cc1nc(SCCc2ccccc2)[nH]c(=O)c1C	4%	5%	8%	16%	2%	-9%
CCN(CC)c1nc(N2CCOCC2)nc2ccccc12	-13%	-8%	?	?	1%	-2%
COc1ccc(OC)c(NC(=O)C2C3CC4OC(=O)C2C4C3)c1 (stereo not given)	7%	0%	13%	-14%	-3%	-1%
Cc1ccc(NC(=O)CCN2CCOCC2)cc1C	13%	0%	0.93µM*	19%	0%	-6%
O=c1cc(-c2ccccc2Cl)oc2c([N+](=O)[O-])c(O)cc(O)c12	5%[8.37 µM]	-2%	-3%	11%	5%	7%
Cc1nnc(SCC(=O)N2CCC(Cc3ccccc3)CC2)n(N)c1=O	12%&20%	1%	56%[activator]	-15%	-16%	7%
CCOc1ccc(C(=O)CCC(=O)NCC(=O)Nc2c(C)cccc2C)cc1	-23%	3%	-22%	?	1%	·
CC(=O)c1ccc(C(=O)N(CCN(C)C)c2nc3c(Cl)cccc3s2)cc1	-11%	0%	-22%	10%	-4%	2%[11.5 µM]
COc1ccc(C(=O)N/N=C(\C)c2cccc(NC(=O)c3ccc(F)cc3)c2)c(OC)c1	?	-11%	-17%	0%	-5%	-6%
O=C(OCC(=O)N1CCN(C(=O)c2ccco2)CC1)C1=COCCO1	11%	-32%	2%[5.75 µM]	15%	2%	-1%
C=CCNC(=S)NNC(=O)c1ccc(Br)cc1	3%	4%	9%	33%[activator]	-7%	-3%
COc1ccccc1N(CC(=O)NCCc1ccccc1)C(=O)CCC(=O)Nc1ccccn1	-3%	-11%	2%	-13%	4%	0%
CCNc1nc(NCC)nc(N/N=C(\C)c2ccc(OC)cc2)n1	?	1%	?	3%	-3%	-12%
COc1ccc(Cn2c(=O)c3cccnc3n(Cc3ccc([N+](=O)[O-])cc3)c2=O)cc1	16%	10%	-24%	1%	4%	2%
C(#Cc1ccccc1)C[N+]1(CC#Cc2cccc3ccccc23)CCCC1	?	?	?	2.6µM*	-4%	0%
Cc1ccc(NC(=O)c2sc3nc(C)cc(C)c3c2N)cc1	?	-7%	0%	214%[activator]	3%	1%
COc1ccc(Cl)cc1C(=O)NCCS(=O)(=O)N1CCN(c2ccccc2F)CC1	-5%	1%	-22%	-7%	3%	4%
CC(=O)c1ccc(NC(=O)C2CCN(S(=O)(=O)c3cccs3)CC2)cc1	-6%	-4%	?	?	-1%	7%
O=C(CSc1nnc(-c2ccco2)n1Cc1ccco1)N1CCOCC1	16%	-31%	?	16%	5%	5%
COc1ccccc1CCNC1CCC(C)CC1 (stereo not given)	-3%	4%	-2%	?	-1%	0%
C=C1CCN(CC(=O)OC)S(=O)(=O)c2ccccc21	28%	32µM*	?	3%	4%	2%

# Another view of two compounds above:
CC(=O)c1ccc(C(=O)N(CCN(C)C)c2nc3c(Cl)cccc3s2)cc1
  HCV inh: -11%
  Sm TGR inh: 0%
  Pf growth 96h: -22%
  Pf growth 48h: 10%
  TbPYK inhibitor: -4%
  LmPK inhibitor: 2%[11.5 µM]
COc1ccc(C(=O)N/N=C(\C)c2cccc(NC(=O)c3ccc(F)cc3)c2)c(OC)c1
  HCV inh: ?
  Sm TGR inh: -11%
  Pf growth 96h: -17%
  Pf growth 48h: 0%
  TbPYK inhibitor: -5%
  LmPK inhibitor: -6%

# Next part.
smiles	HCV inh	Sm TGR inh	Pf growth 96h	Pf growth 48h	TbPYK inhibitor	LmPK inhibitor
Cc1ccc(S(=O)(=O)N2CCCOC2CNC(=O)C(=O)NCCc2c[nH]c3ccccc23)cc1 (stereo not given)	?	4%	13µM*	?	-8%	5%
C=C(C)[C@@H]1CC=C(CN2CCC(N3CCC(C(=O)N4CCCC4)CC3)CC2)CC1	?	-17%	2%	7.4µM*	0%	-3%
CC(C)(C)c1cc(CSC(=S)NC2CCS(=O)(=O)C2)c(Br)c(C(C)(C)C)c1 (stereo not given)	12%	-2%	?	?	3%	1%
CCOc1cc(N2CCOCC2)c(OCC)cc1NC(=O)Cc1ccccc1OC	-17%	8%	7.4µM*	?	-10%	1%
C/C(=N\NC(=S)NCc1ccccc1)c1ccccc1F	?	9%	-28%	?	-5%	14%
CCC(C)NCCOCCOc1ccc(C)cc1Br (stereo not given)	?	-23%	?	?	2%	-2%
CCOC(=O)N1CCN(S(=O)(=O)c2ccc(C(=O)NNc3nc4c(C)cc(C)cc4s3)cc2)CC1	11µM*	-15%	?	?	-12%	-1%
Brc1ccc(-c2nn3c(-c4ccncc4)nnc3s2)o1	·	-4%	45%[activator]	6%	·	-4%
Cn1nccc1C(=O)Nc1ccc2c(c1)OCO2	1%	-14%	14%	129%[activator]	-17%	-26%
Cc1cccc(C)c1NC(=O)c1cccnc1	23%	-4%	-5%	?	4%	0%
CC(=O)c1c(C)[nH]c(C(=O)Nc2c(C)n(C)n(-c3ccccc3)c2=O)c1C	8%	3%	18%	4%	-10%	1%
COc1ccc(CCn2c(C)cc(C(=O)COC(=O)c3ccc(NC(=O)CC#N)cc3)c2C)cc1	0%	10%	?	?	8%	-2%
Cc1ccc(/C=N/NC(=O)c2cccc(S(=O)(=O)N3CCOCC3)c2)o1	8%	-18%	-22%[5.75 µM]	-15%	-5%	5%
COc1ccc(N2C(=O)CCC(C(=O)N3CCC(C(N)=O)CC3)C2c2ccc(F)cc2)cc1 (stereo not given)	17%	9%	?	-1%	3%	-1%
S=C(Nc1ccc(Oc2ccccc2)cc1)NC1CCCCCC1	?	-1%	17%	-2%	4%	3%
c1ccc(-c2ccccc2-c2nc(-c3ccncc3)no2)cc1	?	2%	14%	?	-3%	-12%
CCc1cccc(CC)c1-n1c(SCC(=O)N2CCc3ccccc3C2)nnc1-c1cccnc1	?	5%	6.6µM*	12µM*	-22%	0%
Cc1ccc(NC(=O)CCc2nc3ccccc3[nH]2)cc1C	-7%	10%	-7%	4%	3%	-1%
O=C(CNC(=O)c1ccc2c(c1)OCCO2)N/N=C/c1ccc([N+](=O)[O-])cc1	?	-1%	134%[activator]	0%	4%	9%
Cc1ccc(C2(C)NC(=O)N(CC(=O)NC(=O)NC(C)(C)C)C2=O)cc1 (stereo not given)	19%	5%	-15%	2%	-6%	1%
O=C1OC(Cc2ccccn2)C(O)=C1C1=NCCCN1 (stereo not given)	4%	-6%	133%[activator]	74%[activator]	-1%	-4%
NS(=O)(=O)c1ccc(CCNC(=O)CNC(=O)c2ccc(Oc3ccccc3)cc2)cc1	3%	4%	1%	-5%	2%	-6%
COC(=O)c1ccc(S(=O)(=O)NNC(=O)COc2ccc(C)cc2)cc1	-4%	-9%	5.2µM*	22%	-8%	0%
C=CCC1C=CCC(CC=C)N1C(=O)c1ccccc1[N+](=O)[O-] (stereo not given)	18µM*	0%	?	?	-2%	5%
CCCc1cc(=O)oc2c(C)c3occ(C)c3cc12	-29%	-3%	-9%	?	4%	-2%
CCN1CCC2(CC1)NC(=O)c1ccccc1O2	5%	9%	?	-26%	3%	8%
O=S(=O)(NCc1csc(-c2cccnc2)n1)c1ccc(Br)cc1	-2%	25%	90%[activator]	3%	0%	-1%
Cc1nc(NC(=O)C2CC2)sc1C	31%[activator]	-6%	24%	?	1%	1%
